From PubChem BioAssay
KLK5 inh: human KLK5 protease inhibitors, primary screen, biochemical, 1536-well. Kallikrein-5 (Homo sapiens), Q9Y337. recombinant hK5, fluorogenic AMC substrate cleavage. inhibition, % at 5 µM. hit rate 0.59% among 210,000. AID 873, 2007;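 active means inhibition of 40% or more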;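 further: 0% = enzyme controls without compound and 100% = no-enzyme blanks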
FXIa inh 1536: human FXIa protease inhibitors, primary screen, biochemical, 1536-well; Coagulation factor XI (Homo sapiens), P03951; purified FXIa, Boc-Glu-Ala-Arg-AMC fluorogenic substrate; inhibition, % at 5 µM; hit rate 0.14% among 220,000; AID 798, 2007;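 active means inhibition of at least 40%; inactive means inhibition below 40%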;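 further: fluorescence of freed AMC excited at 355 nm; 0% = enzyme without compound and 100% = no enzyme blank; many of its hits are not listed in these tables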
PERK inhibitor: block of dimerizer-induced PERK translation repression, primary screen, PERK inhibitor project, CHO PERK-DD cells, SEAP luminescence, HTS | CHO PERK-DD fusion, SEAP luminescence translation reporter | inhibition, % at 5.6 µM | hit rate 0.17% among 220,000 | AID 1416, 2008;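 active means inhibition above the mean inhibition of all tested compounds plus 3 SD, set separately per screening campaign, cut at about 2.9% in these data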;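 further: PERK kinase domain activated by AP20187 dimerizer at 100 nM; 0% = DMSO with dimerizer and 100% = rapamycin at 8.4 µM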
Target sequence (Q9NZJ5 whole entry, looked up, the tested form may be a part): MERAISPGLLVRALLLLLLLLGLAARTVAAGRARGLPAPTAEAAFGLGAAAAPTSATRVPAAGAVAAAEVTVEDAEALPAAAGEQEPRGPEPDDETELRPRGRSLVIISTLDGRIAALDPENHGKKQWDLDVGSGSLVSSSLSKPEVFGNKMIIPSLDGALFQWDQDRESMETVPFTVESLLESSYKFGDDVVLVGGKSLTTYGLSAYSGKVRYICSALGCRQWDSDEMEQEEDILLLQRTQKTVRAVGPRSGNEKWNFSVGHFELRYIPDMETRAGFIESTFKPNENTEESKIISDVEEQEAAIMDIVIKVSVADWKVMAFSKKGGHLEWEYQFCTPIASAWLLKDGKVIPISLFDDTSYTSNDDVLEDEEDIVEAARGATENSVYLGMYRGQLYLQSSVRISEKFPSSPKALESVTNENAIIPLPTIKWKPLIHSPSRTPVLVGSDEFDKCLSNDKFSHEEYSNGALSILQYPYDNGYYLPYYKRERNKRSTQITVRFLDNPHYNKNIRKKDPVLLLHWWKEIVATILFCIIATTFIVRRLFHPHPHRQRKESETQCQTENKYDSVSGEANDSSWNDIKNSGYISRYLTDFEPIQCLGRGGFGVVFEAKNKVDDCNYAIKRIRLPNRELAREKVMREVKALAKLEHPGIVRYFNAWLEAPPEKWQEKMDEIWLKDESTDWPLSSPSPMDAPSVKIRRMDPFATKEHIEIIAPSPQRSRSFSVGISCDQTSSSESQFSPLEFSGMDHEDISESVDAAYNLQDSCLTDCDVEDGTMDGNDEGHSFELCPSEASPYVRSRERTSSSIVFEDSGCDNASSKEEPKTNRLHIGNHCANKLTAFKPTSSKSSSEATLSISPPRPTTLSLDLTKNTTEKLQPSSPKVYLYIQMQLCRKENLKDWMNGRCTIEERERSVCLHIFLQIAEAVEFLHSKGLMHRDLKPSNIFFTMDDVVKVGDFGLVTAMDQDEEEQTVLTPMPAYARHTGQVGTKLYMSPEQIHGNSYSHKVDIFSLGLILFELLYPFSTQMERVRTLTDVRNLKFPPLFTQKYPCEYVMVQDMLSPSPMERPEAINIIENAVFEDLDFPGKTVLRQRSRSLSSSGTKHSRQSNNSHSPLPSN
FXIIa inh: human FXIIa protease inhibitors, primary screen, biochemical, 1536-well; Coagulation factor XII (Homo sapiens), P00748; AID 800, 2007; hit rate 0.3% among 220,000; inhibition, % at 5 µM; purified FXIIa, Boc-QGR-AMC fluorogenic substrate, 2 h; in the data active means inhibition above about 40%;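 further: 0% = enzyme with no compound and 100% = blank without enzyme; many of its hits are not listed in these tables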
thrombin 1536: human alpha-thrombin inhibitors, primary screen, counter-screen for coagulation protease inhibitor project, biochemical, 1536-well, fluorogenic AMC substrate; Boc-VPR-AMC fluorogenic substrate cleavage; inhibition, % at 5 µM; hit rate 0.26% among 220,000; AID 1046, 2008;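 active means inhibition at or above 40%; inactive means inhibition below 40%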;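 further: 0% = enzyme with no compound and 100% = wells without enzyme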
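Material: Human alpha-thrombin protein | Buffer or medium: pH 7.5 Tris-saline with Tween 20 | Reagent: Boc-VPR-AMC substrate, 15 µM final | Schedule: Reaction at ambient temperature | Detection: AMC fluorescence at 355 nm excitation and 460 nm emission | Evaluation: Percent inhibition scaled between no-compound controls and no-enzyme blanks | Controls: no-compound enzyme wells and no-enzyme blanks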
Furin inhibitor: human furin inhibitors, primary screen, biochemical, fluorescence intensity | inhibition, % at 30 µM | P09958 | hit rate 0.061% among 220,000 | purified furin, fluorogenic substrate cleavage; in the data active means inhibition above about 25%; further: inactives centre near -15
Wee1 stabilizer: Wee1 degradation inhibitors, primary screen, cell-based, HeLa, Wee1K328M-luciferase, luminescence | hit rate 1.2% among 220,000 | AID 1321, 2008 | HeLa Luc-Wee1K328M stability; 100% = proteasome inhibitor MG132 effect | reporter increase, % at 5 µM | Wee1-like protein kinase (Homo sapiens), P30291;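 active means activation above the mean of all tested compounds plus 3 SD, set per screening run, cut at about 8.8% in these data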;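 further: cells exposed to compound for 20 h before luminescence read; 0% = DMSO alone and 100% = MG132 at 30 µM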
Cl transport mod: KCC2 cotransporter modulators, thallium flux, primary screen, cell-based, HEK293 KCC2, FluoZin-2 fluorescence, MLSMR; AID 1456, 2008; KCC2 cells, thallium flux FluoZin-2 fluorescence; B-score of Tl+ flux slope (higher = more flux/activation; lower = inhibition) at 10 µM; Solute carrier family 12 member 5 (Homo sapiens), Q9H2X9; hit rate 2.2% among 190,000;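 active means thallium flux slope and its plate-corrected score both differing from the plate sample mean at a set confidence after two filtering rounds, in either direction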;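 further: slope of fluorescence scaled to starting intensity during 10 to 20 s after thallium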
p97 inhibitor: inhibitors of human p97 ATPase, primary screen, biochemical | inhibition, % at 8 µM | AID 1481, 2009 | hit rate 0.42% among 220,000 | recombinant p97 ATPase, Kinase-Glo ATP luminescence, 3 h | Transitional endoplasmic reticulum ATPase (Homo sapiens), P55072; in the data active means inhibition above about 15%;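 further: 0% = DMSO vehicle and 100% = wells lacking enzyme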
Numbers without * were called inactive; . = not tested or not shown; [ ] = dose if it differs, or a comment. The order is random, and some 4.4% of all compounds hit somewhere here.

SMILES	KLK5 inh	FXIa inh 1536	PERK inhibitor	FXIIa inh	thrombin 1536	Furin inhibitor	Wee1 stabilizer	Cl transport mod	p97 inhibitor
O=C(NC1CCCCC1)C(c1ccc(Cl)cc1)N(C(=O)c1ccccn1)c1cccnc1 (stereo unspecified)	0	-1	0.7	13	-10	-28	-2	.	2
Cc1nn(CC(=O)Nc2ccccn2)c(C)c1[N+](=O)[O-]	9	7	1.7	17	9	-18[20 µM]	-1	-0.25	7
CCOC(=O)N1CCN(S(=O)(=O)c2ccc(C(=O)Nc3nc4ccccc4s3)cc2)CC1	-8	-3	1.0	5	-7	-33	-3	-0.72	-2
COc1ccccc1CC(=O)NNS(=O)(=O)c1ccccc1[N+](=O)[O-]	-3	-3	1.8	6	-14	-35	-2	0.94	6
COc1ccc(N/C=C/C(=C(C#N)C#N)N(C)C)cc1	.	-4	1.0	0	-6	-20	-3	2.3	5
Cc1c(Cl)cccc1NC(=O)Cn1c(-c2ccc(F)cc2)noc1=O	2	4	-0.2	12	12	-19	4	0.45	9
CN(C)C(CNc1ccc([N+](=O)[O-])cc1C#N)c1ccccc1 (stereo unspecified)	-2	1	1.4	5	0	-11	1	.	3
O=C(COC(=O)c1cccnc1Cl)NCC1CCCO1 (stereo unspecified)	4	-1	1.5	9	-1	-31	1	0.094	5
Cc1cc(C)cc(NC(=O)CN2CCN(CCN=CC3=C(O)CC(C)(C)CC3=O)CC2)c1	-5	2	0.2	7	-2	-3[20 µM]	2	-0.1	0
COCc1cc(N2CCCCC2)nc(-c2ccccc2)n1	-7	-6	0.8	-8	-1	-13	-1	0.11	-3
Cc1c(C=O)c2ccccc2n1CC(=O)NC(C)c1ccccc1 (stereo unspecified)	-1	-6	0.8	2	-7	-16	-3	-0.42	5
O=c1oc(/C=C/c2ccccc2)nc2sc3c(c12)CCC3	-4	6	-0.1	8	-1	-14[20 µM]	2	.	2
CCOC(=O)CNC(=O)c1ccc2[nH]c3ccccc3c2c1	1	-2	-0.2	6	7	10	-1	-1.8	15*
COCCNC(=O)CN(C(=O)Cn1nnc2ccccc21)c1ccc(C)c(F)c1	-18	5	-0.3	11	-2	-8[20 µM]	3	0.85	-2
Cc1ccc(-c2nnn(CC(=O)N(CCN3CCOCC3)C(C(=O)NC(C)(C)C)c3ccc(C)o3)n2)cc1 (stereo unspecified)	-4	-5	-1.7	2	-8	-16	-1	0.28	-3
O=C(CC(=O)NC1CCCCC1)N/N=C/c1ccccc1Cl	-11	-5	0.0	6	-8	-22	9	-1.6	-2
CC(C)[C@H](NC(=O)c1ccco1)C(=O)NC12CC3CC(CC(C3)C1)C2	2	-5	0.0	.	0	-28	5	-0.38	-4
CCn1c(=O)c(C(=O)CC#N)c(N)n(Cc2ccccc2)c1=O	1	0	0.3	-3	-9	-18	0	1	3
COc1ccc(C[C@@H]2CN3C(=NC[C@@H]3C)N2C[C@H](C)NC(=O)c2ccc(C)c(Br)c2)cc1	34	9	-0.2	12	8	-13	8	0.77	5
C=CCn1c(Cc2cccs2)nnc1SCC(=O)Nc1ccc(C(=O)OCC)cc1	6	-11	-0.8	16	1	-29	-2	-0.94	-1
COc1ccccc1N=C1SC(C)CN1C(=O)C1CCC1 (stereo unspecified)	-9	5	1.2	20	-4	-9	2	.	3
Cc1ccccc1OCc1nnc(SCC(=O)Nc2c(C)n(C)n(-c3ccccc3)c2=O)n1-c1ccccc1	-20	-1	0.1	-2	-7	4	-2	-0.2	-4
CC(C)N1CSC(=S)N(Cc2ccccc2)C1	0	0	2.2	4	-3	-36	-1	-0.78	2
CCOC(=O)N1CCC(=NNC(=O)c2ccccc2F)CC1	-6	5	-0.8	6	1	-10	0	0.73	-5
C=C1CCN([C@H](C(=O)NCc2ccc(Cl)cc2)C(C)C)S(=O)(=O)c2ccccc21	2	4	.	8	1	-24	.	-1.1	.
Cc1cccc(NC(=S)NCc2ccco2)n1	1	0	2.2	2	-15	-16	4	0.88	4
Cc1ccc2c(c1)c1c(n2C)-c2[nH]ncc2CC1	-4	32	1.0	10	4	-15[20 µM]	0	0.32	3
COc1ccc(NC(=O)CC2C(=O)N(C)C(=S)N2Cc2cccs2)cc1 (stereo unspecified)	-16	5	0.3	14	-7	-7	0	0.18	4
COc1cccc(/C=C/C(=C2/C(=O)N(c3ccccc3)N=C2C)c2ccc(C)cc2)c1OC	-6	-5	1.1	6	-9	-13	-2	0.21	3
CSc1nc2ccccc2n1CC(=O)N1CCCCC1	-12	0	1.3	18	2	-21	2	0.14	7
CC1CCCCC1NC(=O)CSc1nnc(-c2ccccc2)n1N (stereo unspecified)	13	2	-0.1	10	1	-22	0	-0.26	2
CCOC(=O)CC(C#N)c1c[nH]c2ccccc12 (stereo unspecified)	-28	-7	-0.4	9	1	-21[20 µM]	-3	-1	16*
Cc1nnc(NC(=O)CCC(=O)N2CCN(CCOc3cccc4ccccc34)CC2)s1	-1	0	-0.3	7	-5	-12	0	-0.0077	-3
C/C(=N\NC(=O)CCCNc1cccc(C)c1)c1ccncc1	-2	-4	0.4	2	-10	-23	-2	-0.93	6
C#CCOCCOCCOCCNc1nc(N2CCN(C(=O)[C@H](CCCCN)n3cc([C@@H](N)CC(C)C)nn3)CC2)nc(N2CCN(C(=O)[C@H](CCCCN)n3cc([C@@H](N)CC(C)C)nn3)CC2)n1	0	0	0.9	8	-1	-25	-1	-0.011	2
CC(C)CC(NC(=O)C(NC(=O)C1OC2OC(C)(C)OC2C2OC(C)(C)OC12)C(C)C)C(=O)O (stereo unspecified)	.	6	1.8	11	2	-28	-1	.	-1
COc1ccc(CNC(=O)C2CCN(C(=O)N3CCOc4ccc(C)cc43)CC2)cc1	-3	2	-0.8	14	4	-6	-1	.	1
O=S(=O)(c1cccs1)N1CCN(c2ccnc3cc(Cl)ccc23)CC1	13	-12	-0.8	4	-6	1	-2	0.88	1
O=C(NCCc1c[nH]c2ccccc12)C(F)(F)F	-10	-5	0.5	1	-5	-3[20 µM]	-1	0.68	2
COc1ccc(C2=NN3C(C2)c2ccccc2OC3c2cccs2)cc1 (stereo unspecified)	-1	-2	1.3	16	-3	-24	0	.	4
O=C(/C=C/c1ccc(Cl)cc1)N(Cc1ccccc1)c1ccccn1	-4	-7	-1.9	3	5	-15	1	-1.4	-9
Cc1ccc(OCc2ccc(C(=O)Nc3c(C)nn(Cc4c(F)c(F)c(F)c(F)c4F)c3C)o2)c([N+](=O)[O-])c1	-15	-5	-1.7	-4	-2	6[20 µM]	-1	-0.099	-9
COc1ccc(OC)c(NC(=O)CC2C(=O)NCCN2C(=O)Nc2cccc(Cl)c2)c1 (stereo unspecified)	31	10	-1.4	45*	23	-10[20 µM]	4	.	2
CCOc1cc(C(=S)N2CCOCC2)ccc1OC	1	6	1.0	20	7	-10[20 µM]	-1	-0.017	-3
COc1ccc([C@@H]2C[C@H]3CN(c4ccccc4)C(=O)[C@]34CCCN24)c(OC)c1OC	.	0	1.2	9	-1	-17	0	0.69	0
O=C(NCc1ccccc1)c1onc(CSc2ccc(F)cc2)c1C(=O)NCCCN1CCOCC1	0	6	-0.8	19	5	-12[20 µM]	-2	0.0064	-2
CCOc1ccccc1CNCCO	-7	6	1.1	6	-1	-16[20 µM]	2	0.89	1
Cc1ccc(S(=O)(=O)NC(Cc2ccccc2)C(=O)O)cc1 (stereo unspecified)	-5	-3	0.1	-2	-11	-16	-1	-0.32	3

Already shown: entries from further up.
SMILES	KLK5 inh	FXIa inh 1536	PERK inhibitor	FXIIa inh	thrombin 1536	Furin inhibitor	Wee1 stabilizer	Cl transport mod	p97 inhibitor
O=C(NC1CCCCC1)C(c1ccc(Cl)cc1)N(C(=O)c1ccccn1)c1cccnc1 (stereo unspecified)	0	-1	0.7	13	-10	-28	-2	.	2
Cc1nn(CC(=O)Nc2ccccn2)c(C)c1[N+](=O)[O-]	9	7	1.7	17	9	-18[20 µM]	-1	-0.25	7

(listing goes on)
SMILES	KLK5 inh	FXIa inh 1536	PERK inhibitor	FXIIa inh	thrombin 1536	Furin inhibitor	Wee1 stabilizer	Cl transport mod	p97 inhibitor
COC(=O)c1nnn(CC(=O)NC(=O)Nc2ccc(F)cc2)c1C(=O)OC	-7	22	1.4	11	0	-17	0	0.8	3
Cc1ccc(NC(=O)c2nc[nH]c2C(=O)N2CCCCC2)c(C(=O)c2ccccc2)c1	-9	0	-1.4	14	3	3	-1	-0.83	-7
Cc1ccc(C(=O)C(OC(=O)CCC(=O)Nc2cccc(C)c2)c2ccccc2)cc1 (stereo unspecified)	-4	0	0.5	12	5	-15	0	0.014	-2
Cc1ccc(NC(=O)COC(=O)c2cccc3c2C(=O)c2ccccc2C3=O)c(C)c1	21	-2	1.1	5	2	-14	1	-1.5	2
Cc1cccc(NC(=S)NC(=O)c2cccs2)n1	3	2	0.0	13	1	-23[20 µM]	5	18*	2
Cc1ccc(OCn2c(=O)sc3ccccc32)cc1	-10	-3	-0.6	4	-6	-13[20 µM]	-2	0.018	-5
CCSc1nnc(NC(=O)c2ccc3c(c2)OCO3)s1	-4	-16	1.3	-11	0	-14[20 µM]	1	.	2
CC(=O)Nc1ccc(NC(=O)/C(Cl)=C/c2ccccc2)cc1	-6	-2	-0.2	11	1	-8[20 µM]	4	-0.94	-7
CCOC(=O)C1=C(N)N2C(=O)C(C)SC2=C(C(=O)OC)C1c1cccc(OC)c1 (stereo unspecified)	-9	1	-0.7	7	-4	-4	-1	0.7	-11
CCS(=O)(=O)N1CCN(c2ccnc3cc(Cl)ccc23)CC1	14	-13	-0.9	3	-5	2	1	-0.57	5
CC(C)CCn1c(N2CCN(c3cccc(Cl)c3)CC2)nc2c1c(=O)[nH]c(=O)n2C	0	-6	1.0	4	-3	-9	-1	0.0071	-1
Cc1ccc(S(=O)(=O)N/N=C/c2c(F)cccc2Cl)cc1	-22	7	1.2	11	-4	-22	1	-0.27	8
Cn1ncc([N+](=O)[O-])c1C(=O)N/N=C/c1ccc(F)cc1	-9	2	0.3	9	-9	-4	2	-0.073	-2
O=C(NCCc1c[nH]c2ccccc12)C(=O)NCC1CCCO1 (stereo unspecified)	-3	-4	2.2	3	-3	-7	-2	0.11	5
N#CCSc1nnc(Cc2cccc3ccccc23)n1C1CCCCC1	-1	5	-0.6	22	3	-24	1	-0.74	-2
O=c1c2ccccc2nc(/C=C/c2cccnc2)n1Cc1ccccc1	24	-6	-1.3	2	-1	-3	-2	-1.2	2
N#C/C(=N\Nc1ccccc1)C(N)=S	27	35	-0.6	107*	38	18	-1	0.53	0
Cc1nc2ccc(S(=O)(=O)Nc3ccc(-c4nc5cccnc5s4)cc3)cc2s1	-70	-10	0.0	-15	-8	-17	-2	-0.19	1
